# Bioassay records from PubChem BioAssay.
# D3 ag = agonists of human D3 dopamine receptor; D3R DiscoveRx beta-arrestin cells, luminescence, 90 min; P35462; actives 0.58% (n = 410,000); max activation, %; in the data active = max activation above about 30%; note: 0% is about no effect; mostly tested at two doses, the higher about 12 µM
# Target sequence (P35462 whole entry, looked up): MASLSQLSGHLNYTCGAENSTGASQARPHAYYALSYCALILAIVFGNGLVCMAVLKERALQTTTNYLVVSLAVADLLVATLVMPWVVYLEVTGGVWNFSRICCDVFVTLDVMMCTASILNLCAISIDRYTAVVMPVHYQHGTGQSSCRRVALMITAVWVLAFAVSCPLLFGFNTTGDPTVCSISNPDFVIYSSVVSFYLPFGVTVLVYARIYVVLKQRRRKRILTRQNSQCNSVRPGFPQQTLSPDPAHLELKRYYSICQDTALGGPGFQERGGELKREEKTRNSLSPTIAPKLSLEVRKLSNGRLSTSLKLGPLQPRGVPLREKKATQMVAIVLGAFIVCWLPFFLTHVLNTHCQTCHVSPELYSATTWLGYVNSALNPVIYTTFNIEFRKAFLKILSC
#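 Cells at 1500/well, incubated overnight, then treated with pinned compounds (dopamine as control) for 90 min at 37 degrees C. DiscoveRx reagent added for 30 - 60 minutes at room temperature; luminescence read.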
# GLP-1R inv ag = inverse agonists of human GLP-1 receptor | HEK293 GLP-1R CRE-luciferase, luminescence, 24 h; GLP-1R form is constitutively active | P43220 | Potency, µM (highest dose often 38.3 µM), for the others: top-dose activity change, negative = inhibition, usual class: inhibitors | AID 624417 | actives 1.6% (n = 410,000); note: potency is the fitted concentration of half-maximal effect; % is set by controls: 0 for no effect and ±100 for the full control effect; nearly all actives have a fitted effect of over 55% in size
# Target sequence (P43220 whole entry, looked up): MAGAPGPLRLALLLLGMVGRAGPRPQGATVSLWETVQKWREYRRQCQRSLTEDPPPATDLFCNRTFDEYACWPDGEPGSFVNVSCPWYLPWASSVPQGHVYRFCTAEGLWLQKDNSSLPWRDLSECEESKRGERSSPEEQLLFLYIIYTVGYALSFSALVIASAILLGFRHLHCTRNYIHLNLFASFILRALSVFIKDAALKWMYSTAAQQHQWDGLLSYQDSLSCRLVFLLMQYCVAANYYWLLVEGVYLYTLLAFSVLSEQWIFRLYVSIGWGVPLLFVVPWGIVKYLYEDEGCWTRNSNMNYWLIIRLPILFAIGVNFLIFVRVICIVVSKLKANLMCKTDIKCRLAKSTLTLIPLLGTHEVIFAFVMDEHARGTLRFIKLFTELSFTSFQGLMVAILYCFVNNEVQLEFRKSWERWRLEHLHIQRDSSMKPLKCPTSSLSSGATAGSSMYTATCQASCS
#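 Inverse agonism was detected as reduced cAMP-driven luciferase luminescence after 24 h compound treatment. The cells were HEK293 clones expressing constitutively active human GLP-1R with the reporter. Reporter-only and GPR119 cell lines served as counterscreen controls.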
# aSyn rescue = inhibitors of alpha-synuclein toxicity in yeast. Yeast expressing alpha-synuclein, growth rescue, BacTiter-Glo, 24 h. actives 0.14% (n = 370,000). Potency, µM (titrated, usually from 46.1 µM), without a hit: top-dose growth rescue (activation), actives largely listed as activators. AID 652106; note: potency is the fitted concentration of half-maximal effect; % of control where 0% means no effect; nearly all actives have a fitted effect of over 65% in size
#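 Rescue of yeast growth: cells expressing toxic alpha-synuclein, induced in galactose at OD600 0.02, incubated with compound 24 h at 30 C. ATP luminescence quantified growth; inhibitors of toxicity appear as activators.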
# GLP1R ag = GLP-1 receptor (human) agonism; P43220; HEK293 GLP-1R CRE-luciferase, luminescence, 4-6 h; cells express a hypersensitive GLP-1R form; Potency, µM (top dose mostly 45.6 µM), for inactives: at the highest dose activation, most hits filed as activators; actives 0.007% (n = 380,000); AID 624172; note: potency is the fitted concentration of half-maximal effect; % of control where 0% means no effect
# D3 antag = antagonists of human D3 dopamine receptor. P35462. D3R cells, DiscoveRx beta-arrestin luminescence, antagonist mode; active compounds read low. max response, negative = inhibition, %. actives 2.5% (n = 360,000). AID 652054; in the data active = max response below about -50%; inconclusive = no clear call, values can overlap the other calls; note: % is set by controls: 0 for no effect and ±100 for the full control effect; mostly tested at two doses, the higher about 12 µM
#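 Cells plated overnight at 1500 cells/well, then exposed to library compounds with dopamine controls for 90 minutes at 37 degrees C. DiscoveRx reagent added for 30–60 minutes at room temperature; luminescence read, quantitative HTS format.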
# TDP43 rescue = inhibitors of TDP-43 toxicity in yeast; TDP-43 expressing yeast growth rescue, BacTiter-Glo, 24 h; Potency, µM (titrated, usually from 46.1 µM), for inactives: at the highest dose growth rescue (activation), actives largely listed as activators; actives 1.8% (n = 410,000); note: potency is the fitted concentration of half-maximal effect; % of control where 0% means no effect; nearly all actives have a fitted effect of over 50% in size
#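 Luminescence from BacTiter-Glo reports growth of TDP-43-expressing yeast after 24 hr at 30 deg C with compound. Cells were raffinose-pregrown to mid-log, then seeded in galactose medium at OD600=0.02.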
# PTHR1 ag = agonists of human PTHR1 parathyroid hormone receptor; HEK293 GP2 PTHR1 cells, GloSensor cAMP luminescence, 1 h; Potency, µM (doses to about 115 µM), without a hit: top-dose activation, hits mostly activators; actives 0.075% (n = 410,000); Q03431; note: potency is the fitted concentration of half-maximal effect; nearly all actives have a fitted effect of over 55% in size; some results filed as inactive show a strong effect at the top dose; inactives centre near -15; many of its hits are not listed in these tables
#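 HEK-293-derived GP2 cells expressing PTHR1 and a GloSensor cAMP reporter, 3,000/well, plated overnight, given luciferin plus IBMX (each 0.5 mM as added) for 1 h at 37 °C, then compound for 1 h at 37 °C. Luminescence was read after 15 min at room temperature.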
# KB-V1 MDR tox = KB-V1 MDR subline cytotoxicity; Potency, µM (top dose mostly 46.1 µM), without a hit: at the top dose activity change, negative = cytotoxicity, hits mostly cytotoxic; actives 3.4% (n = 400,000); KB-V1 MDR cells viability, CellTiter-Glo, 72 h; note: potency is the fitted concentration of half-maximal effect; % is set by controls: 0 for no effect and ±100 for the full control effect; nearly all actives have a fitted effect of over 60% in size
#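 Readout: CellTiter-Glo luminescence, 10 min after addition. Cells: KB-V1 MDR subline, 72 h at 37 degrees C with compound. Analysis: corrected, normalized data fitted to concentration-effect curves.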
# HEK293 tox = cytotoxicity in counter-screen for GLP-1R inverse agonists. actives 0.13% (n = 410,000). AID 624418. HEK293 cAMP-luciferase reporter cells, luminescence, 24 h. Potency, µM (top dose mostly 38.3 µM), for inactives: top-dose activity change, negative = inhibition, usual class: inhibitors;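 note: loss of luciferase light is scored as toxicity; potency is the fitted concentration of half-maximal effect; % is set by controls: 0 for no effect and ±100 for the full control effect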
#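 Quantitative HTS format, 1536 wells, 200 cells/uL seeded. Compounds: 23 nL, 24 h, 37 °C. Detection: luciferase reagent, luminescence at 12 min RT; decreased signal taken as cytotoxic.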
# The depositor's hits bear a star; i = inactive; ? = inconclusive; . = not tested or not shown; & = joins results of further samples; [ ] = another dose, or the depositor's remark. Unless noted, calls come from the whole dose curve; as a rule, active = well fitted curve in the direction sought with a large enough effect; inconclusive = small, poorly fitted or top-dose-only effect, or another doubt; inactive = no such curve, though single readings can be large; an effect the other way counts as inactive or inconclusive. The list is partial (hit frequency here may not be typical).
SMILES,D3 ag,GLP-1R inv ag,aSyn rescue,GLP1R ag,D3 antag,TDP43 rescue,PTHR1 ag,KB-V1 MDR tox,HEK293 tox
CC1=C(C(=O)OCCCBr)C(c2ccc3c(c2)OCO3)NC(=O)N1 (stereo not drawn),-7,10%,-8%,2%,-15,-14%,-18%,-22%,1%
COC(=O)[C@@]12CCCN1[C@H](c1ccc(-c3ccc4c(c3)OCO4)c(OC)c1)[C@H]1C(=O)N(C)C(=O)[C@H]12,14,10%,0%,9%,4,16%,i,-19%,2%
Cc1ccc(S(=O)(=O)N(CC(=O)NN=C2CCN(C)CC2)c2ccc(F)cc2)cc1,3,-27%,2%,7%,1,-7%,i,-14%,-13%
CC(C)(C)c1ccc(C(=O)Nc2nonc2-c2nc3ccccc3[nH]2)cc1,1,14%,2%,-15%,-21,25%,i,8%,-2%
Cc1ccccc1NC(=O)NCCCCc1ccccc1,-2,?,0%,-1%,1,-18%,-36%[inhibitor],?,3%
COc1ccc(NC(=O)CN2C(=O)NC(C)(c3ccccc3)C2=O)cc1Cl (stereo not drawn),2,?,4%,11%,4,8%,i,2%,-7%
CCCCCCOc1ccc(N2C(=O)CC(NCc3ccc(S(N)(=O)=O)cc3)C2=O)cc1 (stereo not drawn),4,6%,-9%,-4%,6,15%,i,2%,2%
O=C1/C(=C/c2cccs2)CCC/C1=C\c1cccs1,2,?,-8%,1%,-4,25%,-25%,-17%,-17%
Cn1c(C(O)c2ccccc2F)nc(Cl)c1Cl (stereo not drawn),10,-24%,-10%,7%,19,24%,-5%[57.5 µM],-18%,-11%
COc1cc(CN2C(=O)C(C)ON=C2c2ccccc2F)cc(OC)c1 (stereo not drawn),0,8%,18%,2%,-5,0%,i,-20%,7%

# A draw from above in order of count of non-hydrogen atoms, smallest number first:
SMILES,D3 ag,GLP-1R inv ag,aSyn rescue,GLP1R ag,D3 antag,TDP43 rescue,PTHR1 ag,KB-V1 MDR tox,HEK293 tox
Cn1c(C(O)c2ccccc2F)nc(Cl)c1Cl (stereo not drawn),10,-24%,-10%,7%,19,24%,-5%[57.5 µM],-18%,-11%
O=C1/C(=C/c2cccs2)CCC/C1=C\c1cccs1,2,?,-8%,1%,-4,25%,-25%,-17%,-17%
COc1ccc(NC(=O)CN2C(=O)NC(C)(c3ccccc3)C2=O)cc1Cl (stereo not drawn),2,?,4%,11%,4,8%,i,2%,-7%
Cc1ccc(S(=O)(=O)N(CC(=O)NN=C2CCN(C)CC2)c2ccc(F)cc2)cc1,3,-27%,2%,7%,1,-7%,i,-14%,-13%

# More compounds follow.
SMILES,D3 ag,GLP-1R inv ag,aSyn rescue,GLP1R ag,D3 antag,TDP43 rescue,PTHR1 ag,KB-V1 MDR tox,HEK293 tox
Cc1ccc2ccccc2c1C(O)c1ncc(-c2ccc(F)cc2)[nH]1 (stereo not drawn),-1,?,-1%,9%,0,11%,i,-2%,-1%
Cc1ccc(C)c(OCC(O)CN2CCC(Cc3ccccc3)CC2)c1 (stereo not drawn),-9,?,11%,-7%,-7,10%,-33%[inhibitor],-17%,?
Cc1ccc(NC2=Nc3ccccc3CC2)cc1,-16,?,0%,-17%,-27,-9%,-30%[inhibitor][57.5 µM],-15%,-18%
COc1cc2[nH]c(=O)c(C(=O)NCc3ccc(F)cc3)c(O)c2cc1OC,-1,-15%,18%,5%,0,8%,-19%,10%,3%
CC(CCc1ccccc1)NC(=O)CCC1CCCC1 (stereo not drawn),-21,?,-3%,0%,38,12%,-41%[inhibitor],8%,7%
COCCNc1nc2c(c(=O)n(C)c(=O)n2C)n1Cc1c(F)cccc1Cl,15,8%,.,0%,.,4%,-11%,0%,-10%
CC(CN1CCCC1)OC(=O)C(c1ccccc1)c1ccccc1 (stereo not drawn),-18,4%,-5%,-5%,-20,13%,-18%,26%,18%
CNS(=O)(=O)c1cc(Nc2ncnc3sccc23)ccc1C,3,84%[activator],-7%,10%,1,-1%,-37%[inhibitor],-10%,5%
O=C(Nc1ccccn1)c1ccco1,7,12%,-4%,-7%,2,-15%,i,-12%,12%
Cc1ccc(OCCSc2nnc(-c3cccs3)n2C)cc1,1,0%,6%,1%,13,13µM*,-10%[57.5 µM],-1%,-7%

# Brought forward from above: two entries; new compounds follow.
SMILES,D3 ag,GLP-1R inv ag,aSyn rescue,GLP1R ag,D3 antag,TDP43 rescue,PTHR1 ag,KB-V1 MDR tox,HEK293 tox
O=C(Nc1ccccn1)c1ccco1,7,12%,-4%,-7%,2,-15%,i,-12%,12%
Cc1ccc(OCCSc2nnc(-c3cccs3)n2C)cc1,1,0%,6%,1%,13,13µM*,-10%[57.5 µM],-1%,-7%
CCOC(=O)N1CCN(C(=O)CSc2nnc(-c3ccc(C(C)(C)C)cc3)o2)CC1,7,-7%,-1%,-3%,12,5%,-43%[inhibitor],21%,-23%
CC(=O)c1cc(-c2ccccc2)n(CC(=O)NC2CCCCC2)c1C,11&6,12%&15%,6%,0%,-8,-2%&6%,-4%,-8%&8%,6%&1%
O=C(NCCN1CCOCC1)c1ccc(Cl)c([N+](=O)[O-])c1,-13,-4%,-4%,-1%,-1,-16%,i,13%,1%
Cc1ccc(C)c(S(=O)(=O)Nc2ccc(C(=O)NCCCN3CCCC3=O)cc2)c1,-2,9%,2%,1%,-14,3%,-12%,6%,-4%
C/C(CCCO)=N/Nc1ccc([N+](=O)[O-])cc1[N+](=O)[O-],13,20%,14%,6%,10,0%,-26%,?,-14%
COc1ccc(O)cc1,3&3,-17%,-2%,-7%&-10%,25,2%,-21%,?,-3%
COc1ccc(N(CC(=O)Nc2cc(C)ccc2C)S(=O)(=O)c2ccc(OC)c(OC)c2)cc1,-14,15%,.,.,.,-15%,i,-13%,26%
CCOc1ccc(CN(C)CC(=O)Nc2ccc(N3CCOCC3)cc2)cc1OC,0,31%[activator],1%,15%,2,?,-17%,-8%,-15%
O=C(Nc1cc(C(F)(F)F)cc(C(F)(F)F)c1)c1ccc(Cn2cc(C(F)(F)F)ccc2=O)cc1,30,-4%,3%,-17%,41,13%,i,-29%,-8%
CC(C)(C)C1CCC(OC(=O)CN2CCOCC2)CC1 (stereo not drawn),-1,-7%,-4%,-5%,-4,-14%,-10%[57.5 µM],1%,-10%
COc1ccc(CCNC(=O)c2sc3nc4n(c(=O)c3c2C)CCCC4)cc1OC,0,12%,.,.,.,17%,-21%,-6%,6%
Cc1nc2cc(NC(=O)N3c4ccccc4CC3C)ccc2o1 (stereo not drawn),-5,25%,0%,11%,8,-2%,-10%,-16%,4%
COc1ccc(S(=O)(=O)NCc2cccnc2)c2ccccc12,-9,-9%,-3%,7%,-9,-18%,-15%,-9%,-8%
CCCCCOC(=O)NC1CCS(=O)(=O)C1 (stereo not drawn),-5,1%,-8%,-1%,-12,11%,-58%[inhibitor],?,3%
COc1ccc(OCc2nnc(SCC(=O)N3CCCc4ccccc43)n2-c2ccc(C)cc2)cc1,-1,?,0%,2%,-30,15%,-13%[57.5 µM],-4%,-6%
COc1ccc(-c2nnc(OCc3nc4ccccc4n3C)c3ccccc23)cc1,-24,12%,4%,?,-19,9%,i,-16%,8%
Cc1cc(Nc2ccc(F)c(Cl)c2)n2nc(C)nc2n1,-7,12%,2%,4%,-19,-3%,-23%,8%,4%
CCOC(=O)c1cc(-c2ccc(OC)cc2)nc2c1c(C)nn2CCC#N,4,0%,17%,?,14,?,-32%,?,6%
C=CCn1c(SCC(=O)NCCOC)nc2scc(-c3ccco3)c2c1=O,0,52%[activator],-3%,4%,33,6%,-12%[57.5 µM],-3%,-2%
Cc1cc(C)n2nc(C(=O)Nc3cccnc3)nc2n1,1,24%,-2%,-7%,15,10%,0%,39%,1%
COC(=O)c1ccc(NC(=O)c2ccc3nc(C)sc3c2)cc1,0,30%[activator],1%,-1%,19,?,-19%,-19%,3%
O=C(NCCc1ccc(F)cc1)c1cc2ccccc2oc1=O,-1,9%,1%,-5%,-14,6%,i,15%,8%
Brc1c(C[n+]2ccccc2)nc2ccccn12,4,9%,3%,8%,-2,-14%[1.82 µM],i,29%,3%
CCCn1c2c(c(O)c(C(=O)Nc3nccs3)c1=O)CCCC2,2,-4%,-20%,0%,15,8%,i,-26%,11%
c1ccc2ncc(-n3cnnn3)cc2c1,-2,2%,-12%,0%,-12,21%,0%[57.5 µM],0%,-9%
COc1ccc(NC2CCCN(C(=O)CCc3cn[nH]c3)C2)cc1 (stereo not drawn),5,2%,0%,0%,12,11%,i,16%,-4%
O=C(CN1CCOC1=O)N1CCCC(Nc2ccc(F)c(F)c2)C1 (stereo not drawn),0,21%,2%,5%,18,-13%,i,13%,-3%

# Shown with each value named: four of the compounds above.
> CCCn1c2c(c(O)c(C(=O)Nc3nccs3)c1=O)CCCC2
  D3 ag: 2	GLP-1R inv ag: -4%	aSyn rescue: -20%	GLP1R ag: 0%	D3 antag: 15	TDP43 rescue: 8%	PTHR1 ag: i	KB-V1 MDR tox: -26%	HEK293 tox: 11%
> c1ccc2ncc(-n3cnnn3)cc2c1
  D3 ag: -2	GLP-1R inv ag: 2%	aSyn rescue: -12%	GLP1R ag: 0%	D3 antag: -12	TDP43 rescue: 21%	PTHR1 ag: 0%[57.5 µM]	KB-V1 MDR tox: 0%	HEK293 tox: -9%
> COc1ccc(NC2CCCN(C(=O)CCc3cn[nH]c3)C2)cc1 (stereo not drawn)
  D3 ag: 5	GLP-1R inv ag: 2%	aSyn rescue: 0%	GLP1R ag: 0%	D3 antag: 12	TDP43 rescue: 11%	PTHR1 ag: i	KB-V1 MDR tox: 16%	HEK293 tox: -4%
> O=C(CN1CCOC1=O)N1CCCC(Nc2ccc(F)c(F)c2)C1 (stereo not drawn)
  D3 ag: 0	GLP-1R inv ag: 21%	aSyn rescue: 2%	GLP1R ag: 5%	D3 antag: 18	TDP43 rescue: -13%	PTHR1 ag: i	KB-V1 MDR tox: 13%	HEK293 tox: -3%
